TRPC4 block: inhibitors of mouse TRPC4 channel, primary screen, Fluo4 calcium, HEK293 TRPC4beta/mu-opioid cells; Short transient receptor potential channel 4 (Mus musculus), Q9QUQ5; DAMGO-evoked Fluo4 calcium flux; stronger effect = lower value; B-score at 10 µM; 300,000 compounds, 0.39% hits;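 active means B-score over 3 SD under the library average, no early fluorescence shift, positive overall ratio signal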
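test system = HEK293 cells with stable TRPC4beta plus mu-opioid receptor expression | detection = Fluo4 Ca2+ flux fluorescence | read-out = integrated fluorescence ratio relative to baseline, converted to per-well B score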
TMEM16A inh: TMEM16A chloride channel inhibitors, primary screen, cell-based, HTS; Anoctamin-1 (Mus musculus), Q8BHY3; HEK293 TMEM16A/YFP iodide influx fluorescence, ionomycin; normalized B-score (activity score, 25-100; higher = stronger inhibition) at 10 µM; 310,000 compounds, 1.2% hits;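 active means ratio plate-corrected score three or more library SD toward inhibition, starting fluorescence score within five deviations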;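 further: score derived from kinetic fluorescence span divided by baseline fluorescence per well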
MrgX1 PAM: positive allosteric modulators of MrgX1, primary screen, HEK293 cells, Fluo-4 calcium flux. 310,000 compounds, 0.63% hits. AID 588675, 2011. FDSS; stronger effect = higher value. B-score at 10 µM. Mas-related G-protein coupled receptor member X1 (Homo sapiens), Q96LB2;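 active means plate-corrected calcium response at least 3 library SD above typical, normal starting fluorescence, not activating the receptor alone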;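 further: compound read alongside a low EC10 to EC30 dose of BAM8-22 agonist; peak minus trough fluorescence over baseline measured at the second addition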
TRPC4 PAM: positive allosteric modulators of TRPC4, primary screen, cell-based, mouse TRPC4beta, HEK293 mu-opioid, Fluo-4 calcium | AID 2227, 2009 | 310,000 compounds, 0.42% hits | B-score at 10 µM | DAMGO EC20, Fluo-4 Ca2+ flux; stronger effect = higher value | Short transient receptor potential channel 4 (Mus musculus), Q9QUQ5;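 active means B-score of calcium response area above 5 SD of library B-scores, with initial fluorescence ratio within 5 SD of library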;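 further: B-score of integrated fluorescence ratio over time as area under calcium response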
MrgX1 antagonist: antagonists of human MrgX1 receptor, primary screen, HEK293 cells, Fluo-4 calcium flux; Mas-related G-protein coupled receptor member X1 (Homo sapiens), Q96LB2; BAM8-22 antagonism; stronger effect = lower value; B-score at 10 µM; 310,000 compounds, 1.3% hits;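 active means calcium-response B-score plate-corrected more than 3 library SD below zero, starting fluorescence within 5 deviations, no agonist response on first addition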;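 further: peak minus trough fluorescence over baseline after final BAM8-22 challenge near maximal dose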
TRPC6 inhibitor: mouse TRPC6 channel inhibitors, primary screen, cell-based, HEK293, membrane potential dye. ACh-evoked depolarization; stronger effect = lower value. B-score at 10 µM. Short transient receptor potential channel 6 (Mus musculus), Q61143. 310,000 compounds, 1.1% hits. AID 2553, 2010;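 active means B-score under library mean minus 3 SD, initial fluorescence not abnormally high, positive integrated signal ratio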;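 further: B-score derived from integrated fluorescence ratio over the kinetic read; more negative B-score means stronger inhibition of depolarization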
Target sequence (Q61143 whole entry, looked up): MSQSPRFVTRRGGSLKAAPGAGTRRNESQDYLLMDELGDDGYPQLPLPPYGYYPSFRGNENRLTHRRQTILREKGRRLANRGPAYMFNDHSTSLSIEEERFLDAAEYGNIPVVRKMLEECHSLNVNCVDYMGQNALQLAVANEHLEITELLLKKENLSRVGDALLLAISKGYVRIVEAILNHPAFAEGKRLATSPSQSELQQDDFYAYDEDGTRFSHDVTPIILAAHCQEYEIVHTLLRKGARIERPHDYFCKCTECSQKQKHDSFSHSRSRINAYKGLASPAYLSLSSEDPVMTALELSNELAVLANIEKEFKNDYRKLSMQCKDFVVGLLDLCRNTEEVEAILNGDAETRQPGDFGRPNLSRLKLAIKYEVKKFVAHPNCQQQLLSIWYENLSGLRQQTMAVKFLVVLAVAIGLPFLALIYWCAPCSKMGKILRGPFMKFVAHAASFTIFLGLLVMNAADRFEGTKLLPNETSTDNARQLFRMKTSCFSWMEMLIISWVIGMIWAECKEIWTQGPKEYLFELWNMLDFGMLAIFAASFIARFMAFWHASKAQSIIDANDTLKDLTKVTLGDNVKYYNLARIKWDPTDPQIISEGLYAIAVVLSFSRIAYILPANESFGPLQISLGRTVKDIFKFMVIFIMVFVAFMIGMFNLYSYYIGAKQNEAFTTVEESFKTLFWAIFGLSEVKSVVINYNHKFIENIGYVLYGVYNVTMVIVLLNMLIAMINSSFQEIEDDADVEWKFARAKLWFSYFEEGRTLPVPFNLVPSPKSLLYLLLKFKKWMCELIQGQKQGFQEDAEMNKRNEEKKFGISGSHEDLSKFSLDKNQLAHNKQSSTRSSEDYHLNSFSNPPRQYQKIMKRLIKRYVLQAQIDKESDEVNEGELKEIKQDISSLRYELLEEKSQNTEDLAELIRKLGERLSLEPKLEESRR
MrgX1 ag: agonists of human MrgX1 receptor, primary screen, HEK293 cells, Fluo-4 calcium flux; Fluo-4 calcium fluorescence, agonist mode; stronger effect = higher value; 310,000 compounds, 0.44% hits; B-score at 10 µM; Mas-related G-protein coupled receptor member X1 (Homo sapiens), Q96LB2;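 active means calcium response B-score plate-corrected fluorescence ratio at least 3 library SD, with starting fluorescence B-score inside 5 SD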
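Test system: HEK293 cells stably expressing human MrgX1 receptor; amount: 15,000 cells per well; doses: compound delivered in addition one of three; times: overnight plating before 1 h dye loading; detection: Fluo-4 NW calcium-flux fluorescence, kinetic read; read-out basis: B-scored fluorescence response ratio; controls: positive and negative controls per plate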
TRPC4 agonist: activators of mouse TRPC4 channel, primary screen, Fluo4 calcium, HEK293 TRPC4beta/mu-opioid cells; Short transient receptor potential channel 4 (Mus musculus), Q9QUQ5; Fluo4 calcium fluorescence; stronger effect = higher value; B-score at 10 µM; 310,000 compounds, 0.49% hits; AID 2237, 2010;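 active means B-score above 5 SD of library B-scores, and initial fluorescence ratio not above library mean plus 5 SD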;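 further: positive B-score marks a calcium rise read as TRPC4 activation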
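System – HEK293 cells stably co-expressing mouse TRPC4beta and mu-opioid receptor · Signal – Fluo4 calcium-sensitive dye fluorescence, kinetic, 1 Hz baseline · Benchmarks – buffer (low) and maximal DAMGO (high) · Read-out – B score of integrated fluorescence ratio per well · Incubation – dye loading 45 min room temperature, 110 s kinetic read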
TRPC6 activator: mouse TRPC6 channel activators, primary screen, cell-based, HEK293, membrane potential dye; HEK293-TRPC6 membrane potential dye fluorescence; stronger effect = higher value; B-score at 10 µM; 310,000 compounds, 0.13% hits; AID 2550, 2010;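 active means B-score of the integrated fluorescence ratio above library mean plus 3 SD, and starting fluorescence ratio within library mean plus 5 SD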;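 further: higher score means more depolarization so channel activation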
SKKanGAS inh: S. pyogenes SKKanGAS growth inhibitors in kanamycin, primary screen, streptokinase expression inhibitor project, SKKanGAS strain, BacTiter-Glo luminescence; 6 h; inhibition, % at 7.5 µM; 300,000 compounds, 1.3% hits;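 active means mean replicate score, as percent of positive control median, at least 50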;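 further: strain carries kanamycin resistance gene driven by streptokinase promoter and grows in 40 µg/ml kanamycin; loss of luminescence reflects streptokinase promoter inhibition or plain growth inhibition; 0% = median of DMSO wells and 100% = positive control at its reference dose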
TMEM16A act: TMEM16A chloride channel activators or potentiators, primary screen, cell-based, HTS. HEK293 TMEM16A/YFP-H148Q/I152L, iodide quench fluorescence; stronger effect = lower value. B-score at 10 µM. 340,000 compounds, 0.3% hits;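 active means fluorescence-ratio B-score plate-corrected deviation score at least 3 library SD below zero, with starting fluorescence score within 5 deviations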;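 further: channel opened by trigger with iodide after compound preincubation; score built on the fluorescence ratio of max minus min over baseline; more negative score means more quench and so TMEM16A activation or potentiation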
Active calls of the source: *.

Cc1ccc(C(C(=O)NC2CCCC2)N2CCCCC2)cc1 (stereo unspecified) was read as TRPC4 block inactive, TMEM16A inh inactive, MrgX1 PAM inactive, TRPC4 PAM inactive, MrgX1 antagonist inactive, TRPC6 inhibitor inactive, MrgX1 ag inactive, TRPC4 agonist inactive, TRPC6 activator inactive, SKKanGAS inh -5 and TMEM16A act inactive.
`C/C(=N\NC(=O)Cn1cnc2ccccc21)c1cccs1` gave TRPC4 block inactive, TMEM16A inh inactive, MrgX1 PAM inactive, TRPC4 PAM inactive, MrgX1 antagonist inactive, TRPC6 inhibitor inactive, MrgX1 ag inactive, TRPC4 agonist inactive, TRPC6 activator inactive, SKKanGAS inh -12 and TMEM16A act inactive.
For COc1ccc(CCNC(=O)CN2C(=O)C3(OCCCO3)c3ccccc32)cc1OC the results were TRPC4 block inactive, TMEM16A inh inactive, MrgX1 PAM inactive, TRPC4 PAM inactive, MrgX1 antagonist -5.4*, TRPC6 inhibitor inactive, MrgX1 ag inactive, TRPC4 agonist inactive, TRPC6 activator inactive, SKKanGAS inh 4 and TMEM16A act inactive.
Screening COc1ccc(-n2c(COc3ccc(C)cc3)nnc2SCC(=O)O)cc1 returned TRPC4 block inactive, TMEM16A inh inactive, MrgX1 PAM inactive, TRPC4 PAM inactive, MrgX1 antagonist inactive, TRPC6 inhibitor inactive, MrgX1 ag inactive, TRPC4 agonist inactive, TRPC6 activator inactive, SKKanGAS inh -16 and TMEM16A act inactive.
`CCN1CCN(C(=O)/C=C/c2ccc3c(c2)OCO3)CC1` gave TRPC4 block inactive, TMEM16A inh inactive, MrgX1 PAM inactive, TRPC4 PAM inactive, MrgX1 antagonist inactive, TRPC6 inhibitor inactive, MrgX1 ag inactive, TRPC4 agonist inactive, TRPC6 activator inactive, SKKanGAS inh 7 and TMEM16A act inactive.
Screening CNCC(O)c1ccc(OC(=O)C(C)(C)C)c(OC(=O)C(C)(C)C)c1 (stereo unspecified) returned TMEM16A inh inactive, MrgX1 PAM inactive, MrgX1 antagonist inactive, MrgX1 ag inactive and TMEM16A act inactive.
Screening O=S(=O)(c1cccs1)N1CCC(Cc2ccccc2)CC1 returned TRPC4 block inactive, TMEM16A inh inactive, MrgX1 PAM inactive, TRPC4 PAM inactive, MrgX1 antagonist inactive, TRPC6 inhibitor inactive, MrgX1 ag inactive, TRPC4 agonist inactive, TRPC6 activator inactive, SKKanGAS inh 17 and TMEM16A act inactive.
COc1ccc(OC)c(C(C(=O)NC2CCCCC2)N(C(=O)c2snc(C(N)=O)c2N)c2ccccc2OC)c1 (stereo unspecified) was read as TRPC4 block inactive, TMEM16A inh inactive, MrgX1 PAM inactive, TRPC4 PAM inactive, MrgX1 antagonist inactive, TRPC6 inhibitor inactive, MrgX1 ag inactive, TRPC4 agonist inactive, TRPC6 activator inactive, SKKanGAS inh -2 and TMEM16A act inactive.
For CCOC(=O)Cc1cnc(NC(=O)CSc2nc(C)cc(C)n2)s1 the results were TRPC4 block inactive, TMEM16A inh inactive, MrgX1 PAM inactive, TRPC4 PAM inactive, MrgX1 antagonist inactive, TRPC6 inhibitor inactive, MrgX1 ag inactive, TRPC4 agonist inactive, TRPC6 activator inactive, SKKanGAS inh 1 and TMEM16A act inactive.
Screening O=C(CC1COc2ccccc2O1)NCCc1ccccc1 (stereo unspecified) returned TRPC4 block inactive, TMEM16A inh inactive, MrgX1 PAM inactive, TRPC4 PAM inactive, MrgX1 antagonist inactive, TRPC6 inhibitor inactive, MrgX1 ag inactive, TRPC4 agonist inactive, TRPC6 activator inactive, SKKanGAS inh -2 and TMEM16A act inactive.
For Cc1ccc(/C=N\n2c(-c3ccccc3)n[nH]c2=S)s1 the results were TRPC4 block inactive, TMEM16A inh inactive, MrgX1 PAM inactive, TRPC4 PAM inactive, MrgX1 antagonist inactive, TRPC6 inhibitor inactive, MrgX1 ag inactive, TRPC4 agonist inactive, TRPC6 activator inactive, SKKanGAS inh -2 and TMEM16A act inactive.
For Cc1ccc(NC(=O)CCNC(=O)c2ccccc2)cc1F the results were TRPC4 block inactive, TMEM16A inh inactive, MrgX1 PAM inactive, TRPC4 PAM inactive, MrgX1 antagonist inactive, TRPC6 inhibitor inactive, MrgX1 ag inactive, TRPC4 agonist inactive, TRPC6 activator inactive, SKKanGAS inh -2 and TMEM16A act inactive.
COc1ccc(-c2cc(C(F)(F)F)nc(SCC(=O)NCc3cccs3)n2)cc1OC was read as TRPC4 block inactive, TMEM16A inh inactive, MrgX1 PAM inactive, TRPC4 PAM inactive, MrgX1 antagonist inactive, TRPC6 inhibitor inactive, MrgX1 ag inactive, TRPC4 agonist inactive, TRPC6 activator inactive, SKKanGAS inh 11 and TMEM16A act inactive.
COc1ccccc1N(CC(=O)NCCc1ccccc1)C(=O)CCC(=O)Nc1nccs1 was read as TRPC4 block inactive, TMEM16A inh inactive, MrgX1 PAM inactive, TRPC4 PAM inactive, MrgX1 antagonist inactive, TRPC6 inhibitor inactive, MrgX1 ag inactive, TRPC4 agonist inactive, TRPC6 activator inactive, SKKanGAS inh -3 and TMEM16A act inactive.
CN(C(=O)c1cccc(C#N)c1)c1nnc(C2CCCO2)s1 (stereo unspecified) was read as TRPC4 block inactive, TMEM16A inh inactive, MrgX1 PAM inactive, TRPC4 PAM inactive, MrgX1 antagonist inactive, TRPC6 inhibitor inactive, MrgX1 ag inactive, TRPC4 agonist inactive, TRPC6 activator inactive, SKKanGAS inh 1 and TMEM16A act inactive.
COCc1cc(=O)[nH]c(/N=C(\N)Nc2ccccc2C)n1 was read as TRPC4 block inactive, TMEM16A inh inactive, MrgX1 PAM 21*, TRPC4 PAM inactive, MrgX1 antagonist inactive, TRPC6 inhibitor inactive, MrgX1 ag inactive, TRPC4 agonist inactive, TRPC6 activator inactive, SKKanGAS inh -3 and TMEM16A act inactive.
For O=C(Nc1ccc2nn(-c3ccccc3)nc2c1)c1ccc2c(c1)OCCO2 the results were TRPC4 block inactive, TMEM16A inh inactive, MrgX1 PAM inactive, TRPC4 PAM inactive, MrgX1 antagonist inactive, TRPC6 inhibitor inactive, MrgX1 ag inactive, TRPC4 agonist inactive, TRPC6 activator inactive, SKKanGAS inh -6 and TMEM16A act inactive.
NC(=O)c1c(NC(=O)C2COc3ccccc3O2)sc2c1CCN(Cc1ccccc1)C2 (stereo unspecified) was read as TRPC4 block inactive, TMEM16A inh inactive, MrgX1 PAM inactive, TRPC4 PAM inactive, MrgX1 antagonist inactive, TRPC6 inhibitor inactive, MrgX1 ag inactive, TRPC4 agonist inactive, TRPC6 activator inactive, SKKanGAS inh 23 and TMEM16A act inactive.
`COc1ccc(NC(=O)c2sccc2C)cn1` gave TRPC4 block inactive, TMEM16A inh inactive, MrgX1 PAM inactive, TRPC4 PAM inactive, MrgX1 antagonist inactive, TRPC6 inhibitor inactive, MrgX1 ag inactive, TRPC4 agonist inactive, TRPC6 activator inactive, SKKanGAS inh -6 and TMEM16A act inactive.
For COc1ccc(S(=O)(=O)Nc2ccc(Cc3ccncc3)cc2)cc1C the results were TRPC4 block inactive, TMEM16A inh inactive, MrgX1 PAM inactive, TRPC4 PAM inactive, MrgX1 antagonist inactive, TRPC6 inhibitor inactive, MrgX1 ag inactive, TRPC4 agonist inactive, TRPC6 activator inactive, SKKanGAS inh 2 and TMEM16A act inactive.
O=S(=O)(N/N=C/c1ccc(Cl)cc1)c1ccc(Cc2ncc(C(F)(F)F)cc2Cl)s1 was read as TRPC4 block inactive, TMEM16A inh inactive, MrgX1 PAM inactive, TRPC4 PAM inactive, MrgX1 antagonist inactive, TRPC6 inhibitor inactive, MrgX1 ag inactive, TRPC4 agonist inactive, TRPC6 activator inactive, SKKanGAS inh 50* and TMEM16A act inactive.
Screening Cc1ccc(NC(=S)Nc2c(C)n(C)n(-c3ccccc3)c2=O)cc1 returned TRPC4 block inactive, TMEM16A inh inactive, MrgX1 PAM inactive, TRPC4 PAM inactive, MrgX1 antagonist inactive, TRPC6 inhibitor inactive, MrgX1 ag inactive, TRPC4 agonist inactive, TRPC6 activator inactive, SKKanGAS inh -1 and TMEM16A act inactive.
For CCC(C)NC(=O)c1ccc2c(c1)S(=O)(=O)c1ccccc1C2=O (stereo unspecified) the results were TRPC4 block inactive, TMEM16A inh inactive, MrgX1 PAM inactive, TRPC4 PAM inactive, MrgX1 antagonist inactive, TRPC6 inhibitor inactive, MrgX1 ag inactive, TRPC4 agonist inactive, TRPC6 activator inactive, SKKanGAS inh -4 and TMEM16A act inactive.
Screening CCCn1c2ccccc2c2cnn(CC(=O)NC3CCC(C)CC3)c(=O)c21 (stereo unspecified) returned TRPC4 block inactive, TMEM16A inh inactive, MrgX1 PAM inactive, TRPC4 PAM inactive, MrgX1 antagonist inactive, TRPC6 inhibitor inactive, MrgX1 ag inactive, TRPC4 agonist inactive, TRPC6 activator inactive, SKKanGAS inh -10 and TMEM16A act inactive.
Screening Cn1cc(/C=C2\SC(=S)N(NC(=O)c3ccccc3Cl)C2=O)c2ccccc21 returned TMEM16A inh inactive, MrgX1 PAM inactive, MrgX1 antagonist inactive, MrgX1 ag inactive and TMEM16A act inactive.
For C/C(=C\C(=O)c1ccccc1)Nc1cccc(O)c1 the results were TRPC4 block inactive, TMEM16A inh inactive, MrgX1 PAM inactive, TRPC4 PAM inactive, MrgX1 antagonist inactive, TRPC6 inhibitor inactive, MrgX1 ag inactive, TRPC4 agonist inactive, TRPC6 activator inactive, SKKanGAS inh 8 and TMEM16A act inactive.

Screening results (PubChem BioAssay)
